Screening results deposited in PubChem BioAssay by The Scripps Research Institute Molecular Screening Center.
TTR transcr act: increases transthyretin transcription. SH-SY5Y TTR promoter Gaussia luciferase, luminescence; 100% = recombinant luciferase protein wells. activation, % at 16.7 µM. hit rate 1.3% among 92,000. AID 1117267;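 active = activation above the mean of all tested compounds plus 3 SD, cut at about 9.5% in these data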;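 note: cells exposed to compounds for one day before reading; 0% = median of all test compound wells on the plate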
The depositor's hits bear a star.

entry	TTR transcr act	SMILES
1	1.5	CCN(c1cccc(C)c1)C(C(=O)Nc1ccc(OC)cc1)c1cc2c(cc1[N+](=O)[O-])OCO2 (stereo not drawn)
2	3.2	CCc1nn2c(=O)cc(CSc3nc(C)cc(=O)[nH]3)nc2s1
3	-1.2	O=C(Nc1ccc(C(=O)O)cc1)Nc1cccc([N+](=O)[O-])c1
4	2.3	CCN(CC)CCC(c1ccc(OC)cc1)c1c(O)cc(OC)cc1OC (stereo not drawn)
5	-1.0	Cc1ccc(S(=O)(=O)NC(=O)NCc2ccc3c(c2)OCO3)cc1
6	-1.5	CCOC(=O)c1cc(C(=O)NN)c(C)nc1C
7	-0.1	CCCC(=O)Nc1ccc2oc(-c3ccncc3)nc2c1
8	0.3	O=C(N/N=C/C=C\c1cccc([N+](=O)[O-])c1)c1ccccn1
9	-1.2	O=C(NCc1ccccc1Cl)c1ccc2c(=O)n(CCCN3CCCC3=O)c(=S)[nH]c2c1
10	1.5	CC(C)C(C(=O)Nc1ccc2c(c1)OCCOCCOCCOCCO2)N1C(=O)c2ccccc2C1=O (stereo not drawn)
11	-0.5	COCCNC(=O)C(=O)Nc1ccc(Cl)cc1C
12	-1.2	CCOC(=O)/C(C#N)=C/Nc1ccsc1C(C)=O
13	15*	CN(CCOc1ccc(-c2ccn(S(=O)(=O)c3c(Cl)cccc3Cl)n2)cc1)c1ccccn1
14	-0.2	COc1ccc(CNC(=O)c2cccc(NC(=O)c3ccccc3)c2)cc1
15	-0.9	COc1ccc(NC2=NCC(=O)N2c2ccccc2F)c(OC)c1
16	-1.1	C[C@@H](O[Si](c1ccccc1)(c1ccccc1)C(C)(C)C)[C@H]1C(=O)N[C@H](Cc2cn(S(=O)(=O)c3ccccc3)c3ccccc23)C(=O)N1C
17	-1.8	COc1cc(CN2CCCC(C(=O)N3CCc4ccccc4C3)C2)cc(OC)c1OC (stereo not drawn)
18	2.5	O=C1c2ccccc2-c2cccnc21
19	3.0	Cc1cc2c(sc3ccccc32)c(C)n1
20	2.6	CN(C[C@H](Cc1ccccc1)N(C[C@@H](CC1CCCCC1)N(CCc1ccccc1)N=O)N=O)N=O
21	1.9	Cc1cccc(OCc2nnc(SCc3cc(=O)[nH]c4ccccc34)n2-c2ccccc2)c1
22	5.7	CCCC[C@H]1C2CC(OC(=O)NCc3ccccc3)C(C2)[C@H]2CCCCN21 (stereo partly drawn)
23	-1.0	Cc1ccc(CCC(=O)Nc2ccc(S(N)(=O)=O)cc2)o1
24	-1.2	COc1ccc(-c2nnc3ccc(SCC(=O)N4CCOCC4)nn23)cc1
25	1.7	Cc1ccc([N+](=O)[O-])cc1NC(=O)c1ccc(CSc2ccccc2)cc1
26	0.2	COc1ccccc1/C=C/C(=O)NCC(=O)N/N=C/c1ccccc1[N+](=O)[O-]
27	0.4	NC1=NN=C(N2N=C(c3ccc(Br)cc3)CC2(O)C(F)(F)F)n2ncnc2C1 (stereo not drawn)
28	0.8	CCn1c(=O)cc(OCC(=O)NCCc2ccc(OC)c(OC)c2)c2ccccc21
29	-1.4	COc1ccc(NS(=O)(=O)c2ccc(NC(=O)Cc3cccs3)cc2)cc1
30	0.0	Cc1ccc(C)c(C(=O)NC(C)CCc2ccccc2)c1 (stereo not drawn)
31	-0.8	COc1cccc(CNC(=O)c2nnn(CC(=O)Nc3ccc(Br)cc3)c2N)c1
32	-1.3	CC1=CC(=O)C(C(C)=Nc2ccccc2[N+](=O)[O-])C(=O)O1 (stereo not drawn)
33	-3.6	CCC/C(=C1/c2ccccc2C(=O)N1c1ccccc1)c1ccc2c(c1)OCCO2
34	1.0	CCCCN1CC(COCc2ccccc2)Oc2cccc(NCc3ccc(OC)cc3)c2S1(=O)=O (stereo not drawn)
35	6.6	CCCCSc1nnc(-c2ccc(OC)cc2)n1C
36	-1.2	CCOC(=O)NC1(Nc2cccc(Cl)c2)Oc2ccccc2O1
37	-2.1	CC1CN(S(=O)(=O)c2cccc(C(=O)NCc3ccc4c(c3)OCO4)c2)CC(C)O1 (stereo not drawn)
38	0.2	O=C(NCc1cccnc1)c1cc2nc(-c3ccc4c(c3)OCO4)cc(C(F)(F)F)n2n1
39	1.4	Cc1cc(/C=N/NC(=O)c2ccsc2)c(C)n1-c1cnccn1
40	2.9	C[C@H](NC(=O)c1nc[nH]c1C(=O)NC1CCN(C(=O)OC(C)(C)C)CC1)C(=O)OC(C)(C)C
41	-0.6	N#CC1=C(N)C2=CCCC[C@H]2[C@H](c2cccc(F)c2)C1(C#N)C#N
42	-2.2	CNc1cncc(-c2ccc(OC)cc2)n1
43	1.1	O=C(CSc1nc2ccccc2c(=O)[nH]1)N1CCN(c2ccccc2)CC1
44	4.8	Cn1c(SCc2ccc(Cl)cc2Cl)nc(C(F)(F)F)cc1=O
45	-0.5	O=C(O)c1cccc(CSc2nc(-c3ccc(Cl)cc3)cc(C(F)(F)F)n2)c1
46	2.4	CC(=O)N1CCN(c2ccc(NC(=O)c3ccc(Cl)c(Cl)c3)cc2)CC1
47	-2.4	Cc1ccc(C(=O)NC(=S)Nc2ccc(CN3CCOCC3)cc2)cc1
48	7.1	NC1(C#Cc2ccc3c(=O)c4ccccc4sc3c2)CCCCC1
49	2.5	C=C(C)C1CC=C(C)/C(=N/Nc2ccccc2[N+](=O)[O-])C1 (stereo not drawn)
50	-0.6	CCCc1nc2c(C)cc(C)cc2c(N)c1CC

The list continues.
entry	TTR transcr act	SMILES
51	1.8	Cn1c(=O)c2c(nc3n2CC(O)CN3c2ccc(O)cc2)n(C)c1=O (stereo not drawn)
52	-1.3	COC(=O)[C@@]1(C)CC[C@]2(C)CC[C@@]3(C)C(=CC(=O)C4[C@@]5(C)CC[C@H](O)C(C)(C)[C@@H]5CC[C@]43C)[C@H]2C1 (stereo partly drawn)
53	2.3	Cc1ccsc1C1C2=C(CC(C)(C)CC2=O)Nc2ncnn21 (stereo not drawn)
54	1.9	CCc1ccccc1NC(=S)N(CCOC)C(C)c1ccco1 (stereo not drawn)
55	2.1	Cc1cc(C(=O)N(C2CCCCC2)C2CCCCC2)no1
56	-1.0	O=C(NCc1ccco1)C1CCC(N2C(=O)C3C4CCC(C4)C3C2=O)CC1 (stereo not drawn)
57	0.8	O=C(CCS(=O)(=O)c1ccc(Br)s1)NC1CCCC1
58	1.4	COc1cccc(-c2nc(COc3ccc(Cl)cc3Cl)no2)c1
59	-0.3	COc1ccc(Nc2nc(N)nc(CSc3nccn3C)n2)cc1
60	2.7	Cn1nnnc1SCCNCc1ccc(Cl)cc1
61	0.8	CN(C)CCC#CC1(O)c2ccccc2-c2ccccc21
62	-2.3	COc1ccc(-n2c(SCC(N)=O)nnc2-c2ccc(NS(=O)(=O)c3ccc(C)cc3)cc2)cc1
63	-0.2	CCC1(C)Cc2c(sc(NC(=S)NC(=O)c3ccccc3)c2C#N)CO1 (stereo not drawn)
64	2.7	O=C(NCc1ccc(OC(F)(F)F)cc1)C1CC2Cn3c(nc4ccccc43)C2N1Cc1ccccc1 (stereo not drawn)
65	0.0	COCCn1c(SCC(=O)Nc2ccc3c(c2)OCCO3)nnc1C(C)C
66	1.1	O=C(Nc1ccc(Br)cc1)O[C@@H]1CC[C@@]23CCCN2C(=O)CCC[C@H]3C1
67	-3.0	O=C1CCN(Cc2ccc(Br)cc2)CCN1CCO
68	0.2	CCOc1ccc(-n2c(CCc3ccccc3)n[nH]c2=S)cc1
69	3.2	O=C(Nc1cccc(Cl)c1)OC1CCCCc2cccnc21 (stereo not drawn)
70	-1.4	Cc1cccc(-n2c(O)c(C=Nc3ccc(O)cc3)c3ccccc3c2=O)n1
71	-2.8	CC(C)C[C@@H](CSc1ccccc1)N1CCN(CC(C)C)CCC1=O
72	-0.6	CC1CN(C(=O)CCS(=O)(=O)c2ccccc2)CC(C)O1 (stereo not drawn)
73	0.9	CC(C)CC(=O)c1c[nH]c(C(=O)N2CCN(Cc3ccccc3)CC2)c1
74	1.1	COc1ccc(OC)c(CNS(=O)(=O)c2cn(C)cn2)c1
75	-3.3	COc1nc(NC(C)C)nc(N(C#N)CN2C(=O)c3ccccc3S2(=O)=O)n1
76	-4.8	NC(=O)C1(c2ccccc2)CCOCC1
77	5.0	COc1cccc(C(=O)NC(=S)Nc2cccnc2)c1
78	0.0	Cc1cccc(-c2ccc3[nH]c4c(c3c2)CCN2C[C@@H]([C@H](C)O)[C@@H](N(C)C(=O)Nc3ccc(F)cc3)C[C@@H]42)c1
79	-1.4	COc1cccc(S(=O)(=O)Nc2ccc3c(c2)[C@@H]2C[C@H](CC(=O)NCCc4ccccc4)O[C@H](CO)[C@@H]2O3)c1
80	2.6	O=C(c1cc2cc(Br)ccc2o1)N1CCCCC1
81	1.7	O=C(CSc1cnc2ccccc2n1)NC1CCCC1
82	2.4	CC(=O)c1ccc(OCc2cc(C(=O)N(C)CC3COc4ccccc4O3)no2)cc1 (stereo not drawn)
83	-0.4	O=C1N=C(N2CCCCC2)S/C1=C\c1ccccc1F
84	-1.1	Cc1oc2cc(O)ccc2c(=O)c1-c1ccccc1
85	0.5	O=[N+]([O-])c1cc(F)cc(F)c1Nc1ccc(F)cc1
86	-0.5	Cc1nn(Cc2cccc(C(=O)Nn3cc([N+](=O)[O-])cn3)c2)c(C)c1[N+](=O)[O-]
87	-0.3	C/C(CS(=O)(=O)c1ccc(Cl)cc1)=N/NC(N)=S
88	0.7	CC1CCCCN1C(=O)/C=C/c1ccccc1[N+](=O)[O-] (stereo not drawn)
89	-1.2	COc1ccc2ccc(=O)oc2c1CC=C(C)C
90	-3.2	CC(=O)c1ccc(N2CCN(C(=S)Nc3cccc(F)c3)CC2)cc1
91	-2.0	Brc1cccc(-c2cnc3n2CCCCC3)c1
92	7.1	CCCc1ccc2oc(C(=O)NCCN3CCCC(O)C3)c(C)c2c1 (stereo not drawn)
93	-0.3	Cc1ccc(C(C(=O)NC2CCCC2)N(Cc2ccccc2)C(=O)c2csnn2)o1 (stereo not drawn)
94	-1.1	O=C(O)CSCC(=O)N1CCCCC1
95	1.3	COc1ccc(OC)c(NC(=O)C23CCC(C)(C(=O)O2)C3(C)C)c1 (stereo not drawn)
96	1.4	CCOC(=O)C1CCN(C(=O)CCNS(=O)(=O)c2ccc(C)cc2)CC1
97	3.2	Cc1c(C(=O)N2CCCC2(C)C(=O)NCC(C)C)oc2ccccc12 (stereo not drawn)
98	-0.5	CCOc1ccc(C(=O)N2CCCC(c3nc(-c4ccc(C)o4)no3)C2)cc1 (stereo not drawn)
99	1.8	COc1ccc(NC(=O)C(CCSC)NC(N)=O)cc1Cl (stereo not drawn)
100	2.0	O=C(COC(=O)Cc1ccc(Cl)cc1)NCc1ccco1

Among those listed so far, 2 have a tert-butyl group.
entry	TTR transcr act	SMILES
16	-1.1	C[C@@H](O[Si](c1ccccc1)(c1ccccc1)C(C)(C)C)[C@H]1C(=O)N[C@H](Cc2cn(S(=O)(=O)c3ccccc3)c3ccccc23)C(=O)N1C
40	2.9	C[C@H](NC(=O)c1nc[nH]c1C(=O)NC1CCN(C(=O)OC(C)(C)C)CC1)C(=O)OC(C)(C)C

Additional results follow.
entry	TTR transcr act	SMILES
101	0.6	CCOc1ccc(N(Cc2ccc(OC)c(OC)c2)C(=O)c2ccco2)cc1
102	-0.5	O=C(NOCc1ccccc1)c1ccc(Cl)cc1Cl
103	9.5	CC(C)C(NC(=O)c1ccc(F)cc1)C(=O)N1CCN(c2ccccn2)CC1 (stereo not drawn)
104	0.1	O=[N+]([O-])c1cccc(Cl)c1CSc1ccccn1
105	-0.3	COc1ccc(CCNC(=O)C/C(C)=N/NC(=O)c2ccc(N)cc2)cc1OC
106	-1.2	CCOc1ccc(NS(=O)(=O)c2ccc(C(=O)N3CCN(c4ncccn4)CC3)cc2)cc1
107	0.8	COc1ccc(NC(=O)Nc2ccc3c(c2)C(=O)N([C@H](C)CO)C[C@H](C)[C@@H](CN(C)C(=O)Nc2ccc4c(c2)OCO4)O3)cc1
108	7.4	CC(=O)c1ccc(NC(=S)NC(=O)/C=C/c2ccco2)cc1
109	0.2	Cn1c(NC(=O)c2ccc(F)cc2)c(-c2ccccn2)c(=O)c2ccccc21
110	-0.3	C=CCn1c(SCC(=O)c2ccc(OC)cc2)nnc1C(C)NC(=O)c1cccs1 (stereo not drawn)
111	-7.5	CCCCn1c(NC(=O)C2CCCCC2)nc2ccccc21
112	0.5	COc1ccc(CCNC(=O)CC(=O)NCCc2ccc(OC)cc2)cc1
113	-0.4	CCOc1ccccc1OCCN1CCC(Cc2ccccc2)CC1
114	-2.9	COc1ccc(-c2cc(C(=O)OCC(=O)N3CCCCC3)c3ccccc3n2)cc1OC
115	2.4	COc1ccc(OC)c(S(=O)(=O)N2CCCC(C)C2)c1 (stereo not drawn)
116	-0.3	Cc1ccc(/C(O)=C2/C(=O)C(=O)N(CCCn3ccnc3)C2c2cccnc2)cc1 (stereo not drawn)
117	11*	Cc1ccc([C@H]2C[C@@H](O)[C@H](n3cc(-c4ccc(F)cc4)nn3)CN2C(=O)c2cccs2)cc1
118	3.4	N/C(Cc1ccc([N+](=O)[O-])cc1)=N\OC(=O)COc1ccc2ccccc2c1
119	0.4	O=S(=O)(Nc1ccccc1N1CCCCC1)c1cccs1
120	-2.4	N#Cc1nc(Cc2ccccc2)oc1N1CCC(Cc2ccccc2)CC1

Among those listed so far, 11 have a furan ring, fused or not.
entry	TTR transcr act	SMILES
23	-1.0	Cc1ccc(CCC(=O)Nc2ccc(S(N)(=O)=O)cc2)o1
54	1.9	CCc1ccccc1NC(=S)N(CCOC)C(C)c1ccco1 (stereo not drawn)
56	-1.0	O=C(NCc1ccco1)C1CCC(N2C(=O)C3C4CCC(C4)C3C2=O)CC1 (stereo not drawn)
80	2.6	O=C(c1cc2cc(Br)ccc2o1)N1CCCCC1
92	7.1	CCCc1ccc2oc(C(=O)NCCN3CCCC(O)C3)c(C)c2c1 (stereo not drawn)
93	-0.3	Cc1ccc(C(C(=O)NC2CCCC2)N(Cc2ccccc2)C(=O)c2csnn2)o1 (stereo not drawn)
97	3.2	Cc1c(C(=O)N2CCCC2(C)C(=O)NCC(C)C)oc2ccccc12 (stereo not drawn)
98	-0.5	CCOc1ccc(C(=O)N2CCCC(c3nc(-c4ccc(C)o4)no3)C2)cc1 (stereo not drawn)
100	2.0	O=C(COC(=O)Cc1ccc(Cl)cc1)NCc1ccco1
101	0.6	CCOc1ccc(N(Cc2ccc(OC)c(OC)c2)C(=O)c2ccco2)cc1
108	7.4	CC(=O)c1ccc(NC(=S)NC(=O)/C=C/c2ccco2)cc1

Not all compounds are listed (hit frequency here may not be typical).
